Screening data from PubChem.
Growth percent in the NCI-60 one-dose screen (48 h, 10 µM unless noted): 100 = growth as untreated, 0 = no growth, -100 = all killed.
SF-295: SF-295 CNS cancer cells; hit rate 5.6% among 79,000; AID 1794758
SNB-75: SNB-75 CNS cancer; hit rate 5% among 79,000; AID 1794750
HCC-2998: HCC-2998 colon cancer; AID 1794799; hit rate 4.7% among 79,000
SF-539: SF-539 CNS cancer; AID 1794752; hit rate 6.8% among 81,000
HT29: HT29 colon cancer. hit rate 7.4% among 81,000. AID 1794748
KM12: KM12 colon cancer cells; hit rate 5% among 82,000
SNB-19: SNB-19 CNS cancer cells; hit rate 2.5% among 81,000; AID 1794751
SW-620: SW-620 colon cancer | AID 1794795 | hit rate 5.2% among 82,000
SF-268: SF-268 CNS cancer cells. hit rate 3.1% among 82,000. AID 1794759
* = called active by the depositor; / = no result given; [ ] = dose if it differs, or a comment. Rule for the calls: active = growth percent below 10; inactive = the rest.

[1] N#CC(CCCN1CCCCC1)(c1ccccc1)c1ccccc1
[2] Cc1cc(=O)cc(C)n1-c1ccccc1
[3] Nc1nc(-c2cccc([N+](=O)[O-])c2)c(N=Nc2ccccc2Cl)s1
[4] COc1cc(-c2nc(-c3nnc(-c4ccccc4F)o3)c3ccccn23)cc(OC)c1OC
[5] O=S(=O)(O)c1cccnc1
[6] N#Cc1cnc(OC2CCOC2)nc1-n1cnc2ccccc21 (configuration not stated)
assay / compound,1,2,3,4,5,6
SF-295,104,96,71,92,108,101
SNB-75,99,/,77,75,79,96
HCC-2998,80,107,107,102,153,104
SF-539,103,102,18,89,96,106
HT29,95,101,87,87,117,95
KM12,100,104,67,92,101,86
SNB-19,96,100,82,85,96,95
SW-620,103,107,55,92,99,105
SF-268,100,109,68,91,103,96

[7] O=c1c2cc(Cl)ccc2oc2ccc(OCCCCCCN3CCCCC3)cc12
[8] COc1cccc(-n2nc(C(=O)NCc3ccccc3C)nc2-c2cc(OC)c(OC)c(OC)c2)c1
[9] N/C(=N\c1nc2ccccc2s1)NC(=O)Nc1ccc(Cl)cc1
[10] O=c1c2c3c(sc2n2c(-c4ccc(Br)cc4)nnc2n1Cc1ccccc1)CCCC3
[11] Nc1cccc(CC(=O)Nc2ccccc2)c1
[12] COC(=O)CC[C@H](C)[C@H]1CC[C@H]2[C@@H]3CC[C@@H]4CC5(CC[C@]4(C)[C@H]3CC(=O)[C@]12C)Nc1ccccc1NC5=NC(C)(C)C (some centres not stated)
assay / compound,7,8,9,10,11,12
SF-295,97,76,101,117,101,84
SNB-75,97,32,86,78,91,71
HCC-2998,94,96,108,57,106,107
SF-539,104,88,101,84,94,91
HT29,15,80,98,101,105,70
KM12,95,82,95,75,109,83
SNB-19,98,83,98,77,103,81
SW-620,92,102,101,91,111,70
SF-268,94,86,108,76,107,84

Quoted from above, 3 compounds:
[7] O=c1c2cc(Cl)ccc2oc2ccc(OCCCCCCN3CCCCC3)cc12
[8] COc1cccc(-n2nc(C(=O)NCc3ccccc3C)nc2-c2cc(OC)c(OC)c(OC)c2)c1
[9] N/C(=N\c1nc2ccccc2s1)NC(=O)Nc1ccc(Cl)cc1
assay / compound,7,8,9
SF-295,97,76,101
SNB-75,97,32,86
HCC-2998,94,96,108
SF-539,104,88,101
HT29,15,80,98
KM12,95,82,95
SNB-19,98,83,98
SW-620,92,102,101
SF-268,94,86,108

Next part
[13] COc1cccc(COc2ccc(/C=C3\Oc4cc(O)ccc4C3=O)cc2)c1
[14] Nc1ccc(CCc2ccncc2)cc1
[15] O=C(N/N=C/c1ccc(Cl)cc1)c1ccc2nc(-c3ccc([N+](=O)[O-])cc3)[nH]c2c1
[16] COc1ccc(Nc2scc3[n+]2CCC3)cc1
[17] COc1ccc(N2C(=O)CCC2=O)cc1
[18] CSc1ncnc2c1nnn2C1OC(COC(=O)c2ccccc2)C(OC(=O)c2ccccc2)C1OC(=O)c1ccccc1 (configuration not stated)
assay / compound,13,14,15,16,17,18
SF-295,9.4*,106,94,102,95,71
SNB-75,-22*,94,103,106,85,62
HCC-2998,25,107,103,99,111,39
SF-539,30,101,89,104,102,88
HT29,81,84,95,105,101,78
KM12,26,105,81,104,91,69
SNB-19,36,94,101,103,101,89
SW-620,36,107,99,106,98,69
SF-268,17,98,98,99,94,96

[19] NC[C@H]1O[C@H](OC2[C@@H](N)C[C@@H](N)[C@H](O[C@H]3O[C@H](CO)[C@@H](O)[C@H](N)[C@H]3O)[C@H]2O)[C@H](O)[C@@H](O)[C@@H]1O (some centres not stated)
[20] CC(C)(C)C(=O)NCCNc1nccc(Nc2ccc(S(=O)(=O)Nc3ccccn3)cc2)n1
[21] O=S(=O)(NCCNc1cc(-c2cn(-c3ccccc3)nc2-c2cccc(O)c2)ccn1)c1cccc(F)c1
[22] CCOC(=O)/C(=C/c1ccc(C#N)cc1)N(CC)CC
[23] Cc1ccc(NC(=O)N/N=C/c2cc3ccccc3n3nnnc23)cc1
[24] CC[C@H](Nc1ncnc2nc[nH]c12)c1nc(NCCCCCC(=O)NO)c2ccccc2n1
assay / compound,19,20,21,22,23,24
SF-295,108,102,22,105,95,96
SNB-75,107,99,48,/,103,90
HCC-2998,106,100,-16*,117,105,99
SF-539,112,98,51,106,99,101
HT29,107,92,7.5*,102,101,86
KM12,104,102,31,103,103,101
SNB-19,107,106,52,104,90,101
SW-620,107,101,19,105,98,102
SF-268,111,103,55,99,100,102

[25] O=C1C=C(O)C2=C(CCCC2)C1=O
[26] OCCC1CCCCN1C(Cc1ccccc1)c1ccccc1 (configuration not stated)
[27] CC(C)N(CCCNC(=O)Nc1ccc(C(C)(C)C)cc1)C[C@H]1O[C@@H](n2ccc3c(N)ncnc32)[C@H](O)[C@@H]1O
[28] Cc1nc2cc(Nc3nc(Nc4ccc(F)cc4)nc(Nc4ccc(F)cc4)n3)ccc2n1Cc1ccccc1
[29] C/C=C/C(=O)O
[30] CC(=O)n1nc(-c2ccc(N)cc2)cc1-c1ccccn1
assay / compound,25,26,27,28,29,30
SF-295,109,94,104,92,105,104
SNB-75,84,89,86,75,100,105
HCC-2998,110,116,110,114,105,109
SF-539,101,105,103,90,93,104
HT29,98,92,105,99,109,110
KM12,88,93,111,103,108,123
SNB-19,106,96,109,96,101,106
SW-620,93,99,104,96,102,108
SF-268,101,103,98,96,116,124

[31] C#Cc1cccc(NC(=O)Nc2ccc(NC(=O)CCl)cc2)c1
[32] CCOC(=O)C1=NN(c2ccccc2)C(=O)C1N=Nc1ccc(S(=O)(=O)Nc2nnc(C)s2)cc1 (configuration not stated)
[33] CCCCn1cnc2c(SCc3ccccn3)nc(N)nc21
[34] CC1SC(c2cccs2)N(Nc2ccccc2)C1=O (configuration not stated)
[35] O=C(N/N=C/c1ccccc1O)c1ccccc1
[36] N=C(N)c1ccc(-c2ccc(-c3cccs3)s2)cc1F
assay / compound,31,32,33,34,35,36
SF-295,80[8.25 µM],97,113,94,26,-71*
SNB-75,-28*[8.25 µM],96,/,106,57,-96*
HCC-2998,83[8.25 µM],117,107,95,/,-81*
SF-539,-100*[8.25 µM],105,101,101,28,-94*
HT29,-69*[8.25 µM],107,111,99,46,-82*
KM12,-27*[8.25 µM],104,107,98,35,-77*
SNB-19,32[8.25 µM],99,99,100,56,-65*
SW-620,-62*[8.25 µM],108,113,107,42,-63*
SF-268,-83*[8.25 µM],99,106,110,30,-77*

[37] COc1c(/C=N\NC(=S)SCc2ccccc2)c(O)cc2oc(C)cc(=O)c12
[38] COC(=O)c1ccc(OCc2ccccc2)cc1O
[39] CC12CC[C@@H]3[C@]4(C)COC(c5cc(F)cc(F)c5)O[C@@H]4CC[C@@]3(C)[C@@H]1CC(C1=CCOC1=O)O2 (some centres not stated)
[40] N#C/C(=C\c1ccc(-c2ccccc2Cl)o1)c1ccccc1
[41] Cc1ccc(C=O)s1
[42] NC(=O)CSc1oc(-c2ccccc2)nc1S(=O)(=O)c1ccc(F)cc1
assay / compound,37,38,39,40,41,42
SF-295,71,93,76,88,85,90
SNB-75,63,100,/,73,107,76
HCC-2998,70,99,101,97,90,105
SF-539,79,107,69,94,101,95
HT29,62,107,48,86,101,96
KM12,48,98,74,86,99,102
SNB-19,82,99,74,101,/,100
SW-620,50,96,88,83,106,98
SF-268,49,105,86,100,118,98

[43] O=c1[nH]c(=S)c2[nH]c(=S)n(-c3ccccc3)c2[nH]1
[44] O=S(=O)(NCc1ccccc1)c1cccc(N=Cc2ccccc2O)c1
[45] CCOC(=O)C1NC(=O)NC1C(=O)OCC (configuration not stated)
[46] CC1OC(=O)c2cc3ccccc3nc21 (configuration not stated)
[47] CC(=O)[C@H]1CC[C@]2(C)[C@@H]1CC[C@@H]1[C@@]3(C)C/C(=C/c4ccncc4)C(=O)C(C)(C)[C@@H]3CC[C@]12C
[48] Cc1nn(CC(O)c2ccccc2)c(N)c1C(=O)N/N=C\c1ccc(OC(F)F)c(OC2CCCC2)c1 (configuration not stated)
assay / compound,43,44,45,46,47,48
SF-295,113,99,98,103,99,100
SNB-75,108,82,99,86,70,89
HCC-2998,110,107,105,101,119,101
SF-539,92,106,101,106,92,95
HT29,113,104,96,109,112,99
KM12,111,110,101,105,102,94
SNB-19,104,96,110,94,96,91
SW-620,105,105,104,108,105,103
SF-268,102,101,99,111,93,95

[49] CCN1CCN(C2C(=O)NC(c3cccc([N+](=O)[O-])c3)c3sc4c(F)cccc4c32)CC1 (configuration not stated)
[50] C#CCOc1ccccc1C(Nc1ccccc1Br)c1nnnn1C1CCCCC1 (configuration not stated)
[51] COc1cc2ncnc(Nc3ccc(C(=O)/C=C/c4ccc(C(F)(F)F)cc4F)cc3)c2cc1OC
[52] CCOC(=O)C1=C(C)NC(=O)NC1c1ccc(OCC(=O)O)cc1 (configuration not stated)
[53] Nc1nc2c(ncn2[C@@H]2O[C@H](CSSC[C@H]3O[C@@H](n4cnc5c(=O)[nH]c(N)nc54)[C@H](O)[C@@H]3O)[C@@H](O)[C@H]2O)c(=O)[nH]1
[54] COc1ccc(/C=C/C(=O)c2ccc(NC(=O)COc3cccc4cccnc34)cc2)cc1
assay / compound,49,50,51,52,53,54
SF-295,103,75,96,99,99,91
SNB-75,85,106,88,90,94,93
HCC-2998,118,97,109,116,110,97
SF-539,93,93,94,102,99,99
HT29,102,83,99,98,105,92
KM12,101,92,83,103,105,93
SNB-19,101,85,98,99,98,95
SW-620,95,93,110,99,95,98
SF-268,92,89,96,101,98,95

[55] Fc1ccccc1/C=C(/C1=NCCN1)n1cnc2ccccc21
[56] CCc1n(Cc2ccc3ccccc3n2)cc[n+]1Cc1ccc2ccccc2n1
[57] Cc1ccc(Oc2nc3ccccc3cc2-c2nnc(-c3ccc(Cl)cc3)o2)cc1
[58] Cc1ccc(-c2cc3nc4c(c(=O)n3[nH]2)CCCC4)cc1
[59] COc1cc2c(c(OC)c1OC)C(=O)CC(c1cccc(NC(=O)c3cc(N)ccc3Cl)c1)O2 (configuration not stated)
[60] Clc1ccc2c(NCCNC34CC5CC(CC(C5)C3)C4)ccnc2c1
assay / compound,55,56,57,58,59,60
SF-295,100,65,98,93,79,-91*
SNB-75,92,29,69,96,44,-75*
HCC-2998,102,27,99,100,96,-90*
SF-539,96,24,90,96,57,-90*
HT29,112,-4.8*,78,93,80,-51*
KM12,97,12,87,/,49,-97*
SNB-19,98,21,101,87,77,-54*
SW-620,101,39,95,99,37,-47*
SF-268,91,30,95,96,60,-62*

[61] O=C(/C=C/c1ccc(Br)cc1)c1ccc(NC(=O)N2CCN(c3cc4c(cc3F)c(=O)c(C(=O)O)cn4C3CC3)CC2)cc1
[62] CCOC(=O)c1c(-c2ccc(O)cc2)c(C#N)c2c(C#N)c(N)nn2c1N
[63] CC1(C)COCN1COCCOCN1COCC1(C)C
[64] COc1cc2nc(NC(=O)c3ccc(Oc4ccc(Cl)nn4)c(OC)c3)sc2cc1OC
[65] N#Cc1c(-c2ccc(Br)cc2)nc(SCC(=O)c2ccc(Cl)cc2)[nH]c1=O
[66] Clc1ccc(-c2nocc2-c2c[nH]c3ccccc23)cc1
[67] Cc1ccc(S(=O)(=O)/C(C#N)=C/n2ccc(=O)[nH]c2=S)cc1
[68] S=C(Nc1ccccc1)N1CCN(C(=S)Nc2ccccc2)CC1
assay / compound,61,62,63,64,65,66,67,68
SF-295,100,80,92,113,104,95,107,98
SNB-75,90,66,99,103,70,72,99,89
HCC-2998,111,81,103,115,100,107,106,96
SF-539,97,67,106,104,99,95,115,109
HT29,106,43,108,105,94,101,100,107
KM12,101,48,108,105,98,99,106,112
SNB-19,98,75,99,106,88,97,99,109
SW-620,101,43,102,102,90,104,99,98
SF-268,91,72,106,102,94,96,102,102
